Cardio protect: cardioprotection against H2O2-induced cell death, primary screen, uHTS, H9c2 cells, ATPLite luminescence; protection from H2O2 cell death, % at 20 µM; hit rate 0.63% among 360,000; H9c2 cardiomyocytes, H2O2 injury protection, 2 h;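 active = compounds giving at least 50% protection of heart cells from peroxide-induced death in the single-dose screen, raw or plate-pattern-corrected value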;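 also: 0% = DMSO wells with peroxide and 100% = DMSO wells without peroxide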
m5-HT2A agonist: mouse Htr2a agonists via beta-arrestin recruitment, primary screen, cell-based, luminescence | CHO-K1 mHTR2A beta-arrestin complementation; percent of 30 µM serotonin response | 5-hydroxytryptamine receptor 2A (Mus musculus), P35363 | AID 624169, 2012 | hit rate 0.66% among 360,000 | activation, % at 7.6 µM;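 active = activation above a run cutoff, the mean activation of all tested compounds plus 3 SD, cut at about 14% in these data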;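 also: 0% = plate median of compound wells and 100% = 30 µM serotonin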
Vif inh: HIV Vif self-association inhibitors, primary screen, imaging, HEK293T, single point | HEK293T cells, Vif self-association by quenched fluorescence, 24 h | inhibition, % at 7.49 µM | hit rate 0.35% among 340,000 | AID 602346, 2012; in the data active = inhibition above about 50%, passing the limit was not always enough; also: some results filed as inactive read as strong as hits
N-glyco inh: increase of ERlucT glycosylation luciferase signal, primary screen, N-linked glycosylation inhibitor project, D54 ERlucT cells, luminescence, set 2 | D54 ERlucT glycosylation luciferase reporter, 24 h; percent of 100 nM tunicamycin response | hit rate 0.23% among 360,000 | reporter increase, % at 12.5 µM;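 active = mean luciferase reporter signal, scaled so untreated is 0 and the glycosylation-blocking control 100, at or above a set limit in every replicate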;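 also: luciferase carries N-glycosylation sites so blocking glycosylation raises the light; 0% = median of neutral control wells and 100% = median of 100 nM tunicamycin wells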
aDG glyco act: activators of alpha-DG glycosylation, primary screen, uHTS, Pro5-aDG cells, AlphaScreen | alpha-DG glycosylation AlphaScreen (IIH6); 0% Pro5, 100% B10-LARGE cell signal | AID 624168, 2012 | hit rate 0.22% among 360,000 | activation, % at 10 µM;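 active = activation of at least 8% versus controls, or a plate z-score of at least 8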;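 also: Pro5 are CHO cells carrying HIG-tagged alpha-DG that lacks glycosylation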
iPSC survival up: enhancers of single-cell hiPSC survival, primary screen, ATPlite luminescence; 100% = ROCK inhibitor wells, 0% = DMSO; survival enhancement, % at 20 µM; hit rate 0.044% among 360,000; AID 602274, 2012; in the data active = survival enhancement above about 18%;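 also: cells exposed to compounds for 16 hours before the ATP read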
Granule exo inh: LAMP-1 surface exposure blockers, TALL-104 cells – cell-based, flow cytometry, MLPCN library, primary screen; hit rate 0.66% among 360,000; TALL-104 LAMP-1 surface exposure; cells stimulated with thapsigargin and PMA; inhibition, % at 10 µM;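 active = inhibition above about 55%, limit read from the data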
CaV13 FRET inh: Primary screen for inhibitors of IQ motif and Ca2+-dependent inactivation inhibitor domain binding in CACNA1D, Förster resonance energy transfer in living cells, …; HEK cells, CFP/YFP FRET ICDI-IQ, plate reader, 10 min; percent FRET-ratio fall versus neutral wells; inhibition, % at 12.3 µM; hit rate 0.098% among 340,000;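 active = mean replicate inhibition of at least 30% and at least 1% of replicates passing that level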;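 also: 0% = median of the neutral control wells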
PDI inh: inhibitors of human PDI, primary screen, biochemical, turbidity, single point, plate reader. PDI insulin aggregation turbidity, A650, 90 min. inhibition, % at 10 µM. hit rate 0.052% among 350,000. AID 588391, 2011;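 active = mean inhibition across replicates of 30% or more, whatever share of single replicates reach that level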;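 also: absorbance from insulin aggregation driven by PDI reduction with DTT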
ABCB6 inh 2: ABCB6 transporter inhibitors, primary screen, K562-ABCB6 cells, flow cytometry, MLPCN library. hit rate 0.19% among 360,000. K562-ABCB6 porphyrin accumulation, 1 h; active compounds read low. AID 602162, 2011. fluorescence ratio to DMSO, % at 10 µM. ATP-binding cassette sub-family B member 6 (Homo sapiens), Q9NP58;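 active = fluorescence ratio to DMSO below 75%, the collection mean minus 3 SD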;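 also: signal is porphyrin accumulated inside mitochondria; 100% equals median channel fluorescence of DMSO control wells; lower ratio means ABCB6 inhibition with less porphyrin fluorescence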
Target sequence (Q9NP58 whole entry, looked up): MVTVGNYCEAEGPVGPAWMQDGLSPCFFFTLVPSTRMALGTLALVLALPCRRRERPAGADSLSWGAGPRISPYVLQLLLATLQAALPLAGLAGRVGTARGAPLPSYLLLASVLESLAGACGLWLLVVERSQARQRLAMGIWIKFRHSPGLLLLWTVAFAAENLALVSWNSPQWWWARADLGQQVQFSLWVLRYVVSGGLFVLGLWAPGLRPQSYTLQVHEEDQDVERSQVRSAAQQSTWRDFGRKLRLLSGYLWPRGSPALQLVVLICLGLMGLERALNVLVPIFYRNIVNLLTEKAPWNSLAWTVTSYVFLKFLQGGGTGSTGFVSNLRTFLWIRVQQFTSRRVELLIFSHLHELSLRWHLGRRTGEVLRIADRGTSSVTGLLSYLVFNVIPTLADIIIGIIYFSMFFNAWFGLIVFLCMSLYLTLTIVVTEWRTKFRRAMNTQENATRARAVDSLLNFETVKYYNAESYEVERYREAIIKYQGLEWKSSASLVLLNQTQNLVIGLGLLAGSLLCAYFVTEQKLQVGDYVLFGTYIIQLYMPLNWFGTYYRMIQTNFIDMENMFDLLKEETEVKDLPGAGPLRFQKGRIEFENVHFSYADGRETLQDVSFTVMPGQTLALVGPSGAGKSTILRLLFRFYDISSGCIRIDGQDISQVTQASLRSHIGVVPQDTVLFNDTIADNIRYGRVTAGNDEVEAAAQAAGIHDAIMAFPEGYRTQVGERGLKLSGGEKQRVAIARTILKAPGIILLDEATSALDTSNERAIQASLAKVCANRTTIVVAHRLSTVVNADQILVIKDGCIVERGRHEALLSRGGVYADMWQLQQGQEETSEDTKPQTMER
* = called active by the depositor; . = not tested or not shown.

molecule,Cardio protect,m5-HT2A agonist,Vif inh,N-glyco inh,aDG glyco act,iPSC survival up,Granule exo inh,CaV13 FRET inh,PDI inh,ABCB6 inh 2
COc1ccc(-c2cc(=O)oc3c(O)c(O)ccc23)cc1,63.4*,-4.9,13.5,-1.7,0.1,-0.7,-12.3,-4.6,7.7,101.0
COc1cccc(-c2cc(C(=O)Nc3cccnc3Cl)no2)c1,-1.2,5.2,11.3,3.2,-0.1,-0.4,-4.7,-7.2,6.1,166.0
O=C(COc1cccc2ccccc12)NNC(=O)[C@@H]1CCCC[C@@H]1C(=O)O,2.4,-0.3,-1.2,2.7,0.0,-3.5,-0.1,.,8.1,100.0
Cc1cccc(-n2cnc(C(=O)O)c2)n1,-6.8,3.4,2.7,2.0,-0.4,-0.2,2.1,-4.8,8.3,96.0
C[C@H]1NC(=O)[C@@]2(C)[C@@H](c3ccccc3)[C@H]3COc4ccccc4[C@H]3N2C1=O,6.8,-3.7,-4.2,-0.2,0.2,-3.2,-1.1,-15.7,2.6,97.0
CC(C)(C)c1cc(CNC(=O)C2CCC(=O)N(Cc3ccccc3F)C2)[nH]n1 (stereo unspecified),11.9,0.8,.,0.5,-0.3,0.5,2.1,-11.5,-5.7,98.0
CC(C)CC1c2[nH]c3ccccc3c2CCN1CCCn1cccn1 (stereo unspecified),-1.4,-3.7,-8.3,-7.7,-0.1,1.1,4.8,-5.5,-6.1,92.0
CCc1ccc2oc(C(=O)Nc3ccc(S(N)(=O)=O)cc3)c(C)c2c1,2.1,-0.4,14.8,0.8,0.6,-2.2,-4.8,-4.2,12.6,94.0
Nc1cc(N)nc(SCC(=O)Nc2ccc(Br)cc2Cl)n1,-4.3,4.1,-7.9,0.8,0.3,4.0,8.7,-1.4,2.5,97.0
O=C(Oc1ccc2ccccc2c1Cl)N1CCCC1,-28.0,2.5,-15.1,-11.9,0.5,-0.1,-1.0,-4.2,-2.6,94.0
CCc1ccc2[nH]c(C)c(CN3CCCCCC3)c(=O)c2c1,2.8,-0.9,15.9,2.2,-0.1,1.3,-5.1,-2.7,15.6,117.0
C=CCNc1oc(-c2ccc(OCC)cc2)nc1C#N,-17.8,7.1,-8.5,-0.4,0.1,0.3,0.9,-7.7,3.9,96.0
CCN(C(=O)CSc1nnc(-c2ccc(F)cc2)n1C)C1CCS(=O)(=O)C1 (stereo unspecified),3.1,3.8,39.9,2.3,-0.2,-1.8,4.1,-4.3,-2.9,95.0
COc1ccccc1N1CCN(C(=O)C2CCN(S(=O)(=O)c3ccc4c(c3)CC(C)N4C(C)=O)CC2)CC1 (stereo unspecified),-2.4,5.3,-6.4,0.3,0.1,-0.1,7.5,-5.1,-1.8,98.0
CCCN(CCC)C(=O)c1cc(-c2ccc3c(c2)OCO3)nc2ccccc12,-17.8,2.5,-10.7,-2.1,0.2,1.4,4.8,.,3.4,94.0
CC1CCN(C(=S)NC(=O)C2CCCCC2)CC1,-3.5,-1.7,0.0,-3.3,0.0,-3.3,-1.1,-1.5,-0.8,94.0
O=C(OCc1c(F)cccc1Cl)c1cnc(Cl)c(Cl)c1,-1.3,1.1,-4.4,0.3,0.0,-0.8,-10.3,-3.1,9.0,102.0
O=C(NCCc1ccc2c(c1)OCCO2)c1ccc([N+](=O)[O-])cc1Cl,-4.8,2.3,2.0,0.7,-0.2,1.7,-0.4,7.2,4.2,93.0
CCOC(=O)CSc1nc(N)cc(=O)[nH]1,8.2,-3.6,4.2,1.6,0.1,5.5,1.4,-0.7,-7.0,105.0
COc1cc(OC)c(NC(=O)C2CCN(S(=O)(=O)c3ccc4c(c3)CC(C)N4C(C)=O)CC2)cc1Cl (stereo unspecified),-3.2,10.9,1.4,-3.1,0.3,-0.2,-1.1,-6.6,0.0,86.0
COc1cc2cnc(-c3ccccc3)c(-c3cccc(C(F)(F)F)c3)c2cc1OC,-6.8,11.1,1.9,-5.7,0.3,4.7,-4.6,-9.5,-8.0,103.0
COc1ccc(-c2nc3ccc([N+](=O)[O-])cc3o2)cc1,2.8,4.1,-2.5,2.6,0.0,-1.0,3.8,-15.9,9.2,99.0
O=C(Nc1c(C(=O)N2CCCC2)cnn1-c1ccccc1)c1cccc(F)c1,-0.2,-2.4,-15.9,0.7,-0.1,-0.1,-1.0,-3.6,1.7,85.0
CC1CCCN(Cc2nc3c(c(=O)n(C)c(=O)n3C)n2CC(=O)c2ccccc2)C1 (stereo unspecified),20.5,6.3,-7.0,-0.4,0.2,-2.5,-0.4,-3.8,.,99.0
CN1CCN(c2ccccc2/C=N/NC(=O)c2cccnc2)CC1,11.4,3.0,8.8,-0.1,0.0,-0.4,-1.5,-4.9,-6.9,95.0
Cc1cc(NS(=O)(=O)Cc2ccccc2)cc(C)c1OCC(=O)N1CCOCC1,8.0,-2.4,-3.6,-2.7,-0.2,1.8,0.1,-5.0,0.5,107.0
CC(C)(C)n1nnnc1SCC(=O)Nc1nn(-c2ccccc2)nc1C(N)=O,12.7,2.3,-5.4,2.1,0.8,0.8,4.2,.,8.8,99.0
COC(=O)c1ccc(N2CCN(S(=O)(=O)c3ccccc3)CC2)c([N+](=O)[O-])c1,-12.8,-2.9,-5.0,-0.7,0.1,-1.5,1.9,-3.3,1.2,96.0
O=C(Cn1cnc2c(NCc3ccccc3)ncnc21)NCC1CCCO1 (stereo unspecified),5.7,-0.2,.,-1.2,0.0,2.1,-2.0,-6.1,-1.4,97.0
CCOC(=O)c1c(C)oc2ccc(OC(=O)c3cccs3)cc12,-18.6,-4.0,4.2,-0.6,-0.4,-1.2,-13.2,-6.3,-7.0,105.0
O=C(c1cccnc1)N1CCN(c2ccc(Cl)cc2)CC1,-0.9,-0.4,-7.6,-0.3,0.0,2.8,8.5,-8.9,0.7,98.0
Cc1ccc(S(=O)(=O)N(CC(=O)N2CCN(c3ccc(F)cc3)CC2)C2CCCCC2)cc1,8.8,-3.4,-27.4,-4.0,0.1,-2.0,-0.8,-3.7,-5.3,87.0
CC(O)CNCCNCc1cccs1 (stereo unspecified),15.9,-0.6,10.6,2.4,0.5,-0.2,0.7,-2.2,-2.8,96.0
O=C(CSc1nnc(CNC(=O)c2c(F)cccc2Cl)o1)NCc1ccc2c(c1)OCO2,11.1,-3.3,6.3,0.1,0.0,-1.1,3.2,.,-2.3,83.0
Cc1cc(C)c(C(=O)CN2C(=O)NC3(CCCCC3)C2=O)cc1C,-1.8,-0.7,-0.3,1.8,0.1,0.2,-4.6,-5.7,5.0,92.0
Cc1nc2ncnn2c(C)c1CCC(=O)Nc1ccc(S(=O)(=O)N2CCCCCC2)cc1,-7.2,-0.9,9.0,-1.7,0.0,4.3,7.6,-3.9,-1.2,98.0
COc1ccc(-c2nc3c(-c4ccc(F)cc4)cnn3cc2C)cc1F,-12.4,0.0,-3.8,-3.1,-0.1,-0.6,-6.7,-25.9,6.0,97.0
CC(C)N(C(=O)[C@H]1C[C@H](CC(=O)NCCC2=CCCCC2)C(=O)N2CCc3c([nH]c4ccc(Cl)cc34)[C@]12C)C(C)C,-8.1,7.0,.,-0.8,0.3,-0.4,24.6,-2.7,1.9,92.0
CC(=O)OC1c2ccccc2C(=O)N1Cc1ccccc1Cl (stereo unspecified),3.9,0.6,-7.7,-3.1,-0.1,0.9,1.9,0.2,.,99.0
Cc1ccc(CNC(=O)Cc2ccc(-c3ccccc3)cc2)cc1,4.6,1.3,22.1,18.3,-0.1,-0.5,7.3,-3.0,7.7,96.0
Cc1nc(SCC(N)=O)c([N+](=O)[O-])[nH]1,2.2,-4.3,3.3,-1.6,0.1,0.6,-0.7,0.0,-0.7,94.0
COC(=O)CCCNc1ncccc1[N+](=O)[O-],4.8,-0.8,8.8,-0.1,-0.2,-1.3,-2.1,-6.5,4.9,103.0
COc1ccc(CCC(=O)NCC23CC4CC(CC(C4)C2)C3)cc1,0.8,-4.6,-13.7,-1.2,0.2,0.5,0.4,-15.3,-4.7,97.0
COc1ccc(O)c(C(=O)c2cnc3onc(C(C)C)c3c2)c1,0.3,4.3,-0.1,-3.2,0.1,2.5,-1.6,-3.4,-2.4,84.0
COc1ccc(Cn2c(=S)[nH]c3cc(C(=O)NCCCN4CCOCC4)ccc3c2=O)cc1,-1.9,-17.4,-2.6,-2.7,-0.2,0.6,-5.9,-7.2,-2.4,172.0
O=C(CC1SC(=O)N(Cc2cccc3ccccc23)C1=O)Nc1nccs1 (stereo unspecified),0.5,-1.8,3.4,1.5,0.3,2.3,-0.3,-4.8,1.0,96.0
Fc1ccc(F)c(CNc2ncnc3cc(Cl)ccc23)c1,-18.8,-6.7,.,-3.2,1.4,0.5,-1.0,-19.9,-2.8,97.0
COCCN1C(=O)CCC1(C)C(=O)NC1CCCC1 (stereo unspecified),6.2,4.5,.,1.7,-0.2,2.3,-0.7,-3.7,.,100.0
CN(C)c1ccc(CNn2cnnc2SCc2ccccc2F)cc1,-2.5,-4.0,3.0,0.6,-0.2,0.7,2.1,-5.8,-2.3,98.0
CC1=C(C(=O)OCc2ccccc2)C(c2ccc(N3CCOCC3)cc2)NC(=O)N1 (stereo unspecified),-3.6,-4.5,3.5,3.1,-0.4,3.4,-2.9,.,9.0,100.0
CCOC(=O)N1CCC(NC(=O)CCc2cn(C)c3ccccc23)CC1,-0.7,-0.8,10.2,3.1,0.0,-2.8,-4.5,-6.4,9.5,100.0
Cc1cc(C(=O)CSc2nnc(Nc3ccccc3F)s2)c(C)n1CC1CCCO1 (stereo unspecified),-10.5,-1.3,-8.6,-2.2,0.2,7.7,1.7,.,10.3,92.0
C=CCOc1ccc(-c2nc3c(c(=O)[nH]c(=O)n3CCC)n2CCCC)cc1,-4.3,-1.8,10.5,0.3,0.2,0.5,2.8,-4.4,-43.0,96.0
CCN(C(=O)Cn1cc(C(=O)C(=O)N2CCOCC2)c2ccccc21)c1ccccc1,0.2,6.1,-8.6,1.1,-0.1,0.7,-3.8,-5.9,-1.2,95.0
CCOC(=O)[C@]12CCCC=C1N(Cc1cccc3ccccc13)C(=O)[C@H](CC(=O)NCc1cccs1)C2,.,0.8,.,.,-0.1,-0.9,1.9,-4.2,.,96.0
O=C(Nc1ccc(C(F)(F)F)cc1)c1cc(-c2cccnc2)nc2ccc(Br)cc12,-1.1,-0.7,-4.9,-11.3,-0.1,-0.5,0.0,-7.1,-16.2,100.0

Assay outcomes (PubChem)
